Bioassay records as filed in PubChem.
M. tuberculosis GlmU: inhibition of mycobacterial GlmU enzyme – biochemical, glucosamine-1-phosphate acetyltransferase (AID 1376) | Bifunctional protein GlmU (Mycobacterium tuberculosis (strain ATCC 25618 / H37Rv)) | M. tuberculosis GlmU acetyltransferase enzyme assay; higher % means a stronger effect | inhibition, %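 (tested at 30 µM in the primary screen)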, or IC50 in µM where a hit was titrated | actives 0.25% (n = 220,000); in the data active means inhibition above about 13%; inconclusive means no clear call, values can overlap the other calls;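 further: 0% = complete reaction with vehicle and 100% = reaction without substrate; strong numbers were not always called active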
Mtb RmlCD inh: M. tuberculosis RmlC/RmlD coupled enzyme inhibitors, primary screen, biochemical, compound mixtures, 384-well, from 1536-well plates; RmlC+RmlD coupled enzyme assay, percent inhibition; primary screen in compound mixtures; inhibition, % at 3.6 µM; actives 0.03% (n = 160,000); AID 1533, 2009; in the data active means inhibition mostly above about 34%, no sharp cut-off; inconclusive means no clear call, values can overlap the other calls; inactive means mostly below about 22%; further: some results filed as inactive read as strong as hits
Target sequence (P9WH09 whole entry, looked up): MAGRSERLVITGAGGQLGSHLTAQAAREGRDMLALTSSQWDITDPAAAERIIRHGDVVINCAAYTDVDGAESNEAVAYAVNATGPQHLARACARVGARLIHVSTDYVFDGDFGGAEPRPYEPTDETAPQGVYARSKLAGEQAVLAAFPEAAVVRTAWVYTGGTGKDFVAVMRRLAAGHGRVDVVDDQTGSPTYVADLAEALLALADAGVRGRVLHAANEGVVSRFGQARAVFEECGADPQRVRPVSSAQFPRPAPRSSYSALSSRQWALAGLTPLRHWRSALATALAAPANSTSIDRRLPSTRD
Target sequence (P9WH11 whole entry, looked up): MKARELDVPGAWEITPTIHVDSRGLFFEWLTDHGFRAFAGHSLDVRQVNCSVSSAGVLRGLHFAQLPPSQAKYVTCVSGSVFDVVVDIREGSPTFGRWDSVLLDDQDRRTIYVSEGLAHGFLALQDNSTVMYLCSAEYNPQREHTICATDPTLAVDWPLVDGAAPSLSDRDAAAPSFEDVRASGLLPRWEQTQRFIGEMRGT
* = called active by the depositor; ? = inconclusive; · = not tested or not shown. The list is partial. The share of hits here may be higher or lower than overall.

Results follow in this order: M. tuberculosis GlmU, Mtb RmlCD inh
Cc1cc(C)cc(NC(=S)NCCN(C2CCCCC2)C2CCCC2)c1
 : -0.2%, 4.4
CSc1nc(-c2ccc(Cl)cc2)nc(N)c1C#N
 : 4.7%, 0.2
CCCn1cnc2sc(CC)cc2c1=O
 : -4.2%, -6.8
O=C1CCCN1CCCNC(=S)Nc1ccc(F)cc1
 : 1.5%, 3.3
COc1ccc(C2CC(c3ccc(C)o3)=NN2C(C)=O)cc1 (stereo not given)
 : 1.2%, -2.8
Cc1c(N=C/C=C/c2ccccc2)c(=O)n(-c2ccccc2)n1C
 : 4.5%, ·
N/C(=N\OC(=O)CCCc1ccccc1)c1cccnc1
 : 4.2%, ·
O=C1C=C(Nc2cccc(O)c2)CC(c2ccco2)C1 (stereo not given)
 : -6.1%, ·
COc1ccc(C(=O)NNc2cc(C)nc(NNC(=O)c3ccc(OC)cc3)n2)cc1
 : -4.4%, 6.6
CCC(C)[C@H](N)c1cn([C@@H](Cc2ccc(O)cc2)C(=O)N2CCNCC2)nn1 (stereo not given in full)
 : 3.5%, ·
COCC(=O)OCC(=O)Nc1cc([N+](=O)[O-])ccc1Cl
 : -2.4%, -11.2
COc1cc(CN2CCCC(C(=O)c3ccc4c5c(cccc35)CC4)C2)cc(OC)c1O (stereo not given)
 : -1.1%, -12.5
CCC(=O)c1ccc(O)c(CC=C(C)C)c1
 : -2.4%, ·
O=C(c1ccc(C#CC2(O)CCCCC2)cc1)N1CCN(Cc2ccccc2)CC1
 : 2.2%, 30.8
Cc1ccsc1C=Nc1ccc(O)cc1
 : -0.8%, ·
O=C(CSc1nc2ccccc2s1)NCc1ccc2c(c1)OCO2
 : 4.2%, -12.2
COc1ccc(NC(=S)NC(=O)c2ccc(Br)o2)cc1
 : -3.1%, ·
CC(=O)c1cc2c(cc1NC(=O)C1CCC1)OCO2
 : 0.7%, 18.7
O=C(Cn1c(CO)nc2ccccc21)NCCc1ccc(F)cc1
 : 0.0%, -5.7
C=CCNC(=O)c1sc(-c2ccccc2)nc1C
 : 1.5%, ?
Cc1cc(NC(=O)CSCc2ccccc2C)no1
 : 2.5%, -7.4
Cc1ccccc1-c1nc(CN2CCC(C(=O)NCCC3=CCCCC3)CC2)c(C)o1
 : 1.5%, -17.7
OC(CN1CCN(c2ccccn2)CC1)Cn1c2ccccc2c2ccccc21 (stereo not given)
 : -3.1%, -8.6
Cc1c2cnn(CC(=O)N3CCC4(CC3)OCCO4)c(=O)c2c(C)n1Cc1ccccc1F
 : -3.4%, -3.6
CCCC1CCC(=C(C#N)C(N)=O)CC1 (stereo not given)
 : -1.5%, 2.7
O=S(=O)(Cc1ccccc1)NCC1CCCN(Cc2cccc3nonc23)C1 (stereo not given)
 : 0.6%, 0.3
OCCC1CN(Cc2cccc(O)c2)CCN1CCc1ccccc1 (stereo not given)
 : -3.9%, ·
C/C=C/c1ccc(Oc2nnnn2-c2ccc(C(N)=O)cc2)c(OC)c1
 : -6.0%, 41.4
CC(=O)C1=C(O)C(=O)N(CCC(=O)O)C1c1ccc(Cl)cc1Cl (stereo not given)
 : -1.4%, -8.7
Cc1cccc(Oc2cc(NC(=O)Cn3cnc([N+](=O)[O-])n3)cc([N+](=O)[O-])c2)c1
 : -0.4%, -11.9
CC(Sc1nnc2ccccn12)C(=O)NCc1ccc2c(c1)OCO2 (stereo not given)
 : -2.1%, -9.9
CC1CCC(NC(=O)c2ccc(CS(=O)(=O)Cc3ccccc3F)o2)CC1 (stereo not given)
 : 0.3%, -2.0
O=C(CCN1C(=O)c2ccncc2C1=O)NCc1ccc(Cl)cc1
 : -7.2%, 2.5
Cc1ccc(C(=O)NC(=S)Nc2ccc(N3CCOCC3)cc2)c(C)c1
 : 4.9%, -12.3
CCc1ccc(/C=N/N2CCN(c3ccccn3)CC2)cc1
 : -2.2%, ·
COC(=O)C(C(=O)Nc1ncccn1)C1CCCCCC1 (stereo not given)
 : 1.4%, ·
COc1ccc(-c2n[nH]c(C)c2-c2cnn(-c3ccccc3)c2)c(O)c1C
 : 2.3%, 0.1
CCOC(=O)N1CCN(C(=O)C2CCCN(S(=O)(=O)c3cccnc3)C2)CC1 (stereo not given)
 : -0.5%, ·
Cc1ccc(Cn2nc(C)c(NC(=O)c3nn(C)cc3Cl)c2C)cc1
 : 1.0%, ·
CCOC(=O)C1=C(C)Nc2nnnn2C1c1cccc(OC)c1OC (stereo not given)
 : 2.8%, 18.7
COc1ccc(/C=N/NC(=O)c2cccc([N+](=O)[O-])c2)cc1OC(=O)c1ccccc1
 : 5.5%, ·
COc1ccc(NC(=O)c2cnc3sccn3c2=O)cc1OC
 : -2.9%, ·
O=C(N/N=C/c1ccccn1)c1ccc([N+](=O)[O-])cc1
 : -7.8%, ?
NC(=O)COc1ccc(Cc2ncc(C(F)(F)F)cc2Cl)cc1
 : 1.0%, -12.1
CC(Oc1ccc(Cl)cc1Cl)C(=O)NCCC1=CCCCC1 (stereo not given)
 : 0.8%, ·
COCCOc1ccc(C(F)(F)F)cc1NC(=O)c1ccc(C)cc1
 : 3.9%, 32.6
O=C(O)C1C2CCC(O2)C1C(=O)NC1CCCCC1 (stereo not given)
 : -7.0%, 7.8
O=C(O)CC12CC3CC(C1)CC(n1ncc(N4CCC5(CC4)OCCO5)c(Cl)c1=O)(C3)C2
 : -2.2%, ·
Cc1ccccc1CS(=O)(=O)CCC(=O)O
 : 2.1%, -9.5
O=C(NCCCc1ccccc1)c1ccccc1O
 : 2.5%, ·

Following part:
Results follow in this order: M. tuberculosis GlmU, Mtb RmlCD inh
C/C(=N\NC(=O)C1CC1)c1ccc(Cl)c(Cl)c1
 : 1.8%, -7.2
CC1CCCC(NCC(=O)Nc2ccc(C(N)=O)cc2)C1C (stereo not given)
 : 8.5%, 9.6
O=C(c1ccc(N2CCCCS2(=O)=O)cc1)N1CCN(c2ccc(N3CCOCC3)nn2)CC1
 : ·, -6.0
CCOC(=O)N1CCc2c(sc(NC(=O)c3ccc(Cl)s3)c2C(N)=O)C1
 : 5.0%, ·
O=S(=O)(NCC(c1cccnc1)N1CCN(c2ccc(F)cc2)CC1)c1ccccc1 (stereo not given)
 : 5.6%, ·
COCCCNC(=S)N/N=C/c1ccc(OC)cc1
 : 1.0%, -7.6
COc1ccc(CCNS(=O)(=O)c2cc(C(=O)O)c(Cl)cc2Cl)cc1
 : 0.7%, -0.3
Cn1cccc1CC(=O)NNC(=O)Nc1cccc(Cl)c1
 : 3.7%, ·
Cc1nc(C)n(C(=O)N(c2ccccc2)c2ccccc2)n1
 : -4.5%, 7.6
COc1ccccc1CCC(=O)Nc1ccc(C)cc1Cl
 : -2.0%, 1.4
S=C(NCCc1ccccc1)NCc1ccccc1Cl
 : 1.1%, 4.8
CCC(=O)NC(=S)Nc1ccc(NC(=O)COc2ccc([N+](=O)[O-])cc2)cc1
 : 1.1%, 7.7
CC(C)Cn1c(SCC(=O)Nc2cccc(S(N)(=O)=O)c2)nc2ccccc2c1=O
 : -0.7%, 25.0
O=C(Oc1ccccc1)c1cc2ccccc2oc1=O
 : 5.5%, 3.4
Cc1nn2c(=S)[nH]nc2[nH]c1=O
 : 2.7%, 13.7
O=CNCCCc1nc2ccccc2n1Cc1ccccc1
 : 10.2%, 8.7
CCc1ccc2[nH]c(=O)c(C(c3nnnn3CC3CCCO3)N3CCN4CCCC4C3)cc2c1 (stereo not given)
 : 0.0%, 7.1
Cc1[nH]c2ccccc2c1SCC(=O)N1CCCc2ccccc21
 : -4.2%, 9.2
N#Cc1cccc(NC(=O)CN2C(=O)NC(Cc3ccccc3)C2=O)c1 (stereo not given)
 : 6.4%, -5.8
COc1cccc(/C=C/C(=O)OCC(=O)c2ccc3c(c2)NC(=O)CO3)c1OC
 : -6.7%, ·

An excerpt from above in order of length of the SMILES, descending.
Results follow in this order: M. tuberculosis GlmU, Mtb RmlCD inh
CCC(=O)NC(=S)Nc1ccc(NC(=O)COc2ccc([N+](=O)[O-])cc2)cc1
 : 1.1%, 7.7
COc1cccc(/C=C/C(=O)OCC(=O)c2ccc3c(c2)NC(=O)CO3)c1OC
 : -6.7%, ·
N#Cc1cccc(NC(=O)CN2C(=O)NC(Cc3ccccc3)C2=O)c1 (stereo not given)
 : 6.4%, -5.8
Cc1[nH]c2ccccc2c1SCC(=O)N1CCCc2ccccc21
 : -4.2%, 9.2
O=C(Oc1ccccc1)c1cc2ccccc2oc1=O
 : 5.5%, 3.4
O=CNCCCc1nc2ccccc2n1Cc1ccccc1
 : 10.2%, 8.7
S=C(NCCc1ccccc1)NCc1ccccc1Cl
 : 1.1%, 4.8

Other results
Results follow in this order: M. tuberculosis GlmU, Mtb RmlCD inh
CC(C)CCOC(=O)C1C2C=CC3(CN(Cc4cccs4)C(=O)C13)O2 (stereo not given)
 : -4.1%, -6.0
CCN1CCCC1CNC(=O)c1c(O)c2c([nH]c1=O)CCCC2 (stereo not given)
 : 3.4%, -4.3
Cc1ccccc1C(=O)Nc1nnc(-c2ccc(F)cc2)o1
 : 2.5%, -10.1
C/C=C(\C)C(=O)NCCN1C2=NC[C@H](C(C)C)N2C[C@H]1Cc1ccc(O)cc1
 : 0.5%, ·
O=C(CN1CCCC1)N1CCCc2c1c(=O)oc1ccc(OCc3ccccc3)cc21
 : 1.7%, -7.6
CC(=O)Nc1cc2cc(NS(=O)(=O)c3ccc(Cl)cc3)ccc2oc1=O
 : 6.0%, 12.9
Cc1nnc(NC(=O)CCC(=O)NCc2cccs2)s1
 : 1.3%, 9.3
CCCCCCCCN1C(=O)N(C)C(N(O)C(=O)NC)C1(C)C (stereo not given)
 : -3.8%, ·
CC(C)(C)NC(=O)c1ccccc1NC(=O)c1ccc2c(c1)OCO2
 : -3.6%, -4.0
Cc1c(C(=O)NC2CCCc3ccccc32)oc2ccc(S(=O)(=O)N3CCCCC3)cc12 (stereo not given)
 : -3.1%, ·
C=CCSc1nc2c(cnn2-c2ccccc2)c(=O)n1N
 : -2.0%, 23.7
CSc1nc(-c2ccccc2)nc(N2CCN(C)CC2)c1C(C)=O
 : 3.3%, ·
CCCN1C(=O)/C(=C\C=C2\N(CC)c3ccccc3C2(C)C)SC1=S
 : -1.6%, -6.8
CCOc1ccc(NS(=O)(=O)c2ccc(NS(C)(=O)=O)cc2)cc1
 : 7.5%, ·
O=C(O)CN(CCO)CCN(CC(=O)O)CC(=O)O
 : 4.8%, ·
COc1cc(C(=O)NNC(=O)c2ccc(NC(C)=O)cc2)cc(OC)c1OC
 : 2.1%, -0.9
CC(C)=C1SC(N2CCN(c3cccc(C(F)(F)F)c3)CC2)=NC1=O
 : 0.7%, -7.6
O=C(Nc1nnc(C2CCCCC2)s1)c1cccs1
 : 0.2%, -7.0
C=CCNC(=S)NNC(=O)c1ccc(OC(C)C)cc1
 : -1.4%, ·
Cc1ccc(NC(=O)COC(=O)c2ccco2)cc1
 : -4.0%, 1.0
CCOc1ccc2nc(SCC(=O)Nc3ccc4c(c3)OCO4)sc2c1
 : -5.0%, -4.5
Cc1ccsc1/C=C1\CCc2ccccc2C1=O
 : 0.8%, ·
CCOC(=O)c1c(C)oc2c1c(C(c1cccnc1)N1CCCCC1)c(O)c1ccccc12 (stereo not given)
 : 2.7%, -5.3
CN(C(=O)c1ccccn1)c1nnc(-c2ccccn2)s1
 : -4.6%, -6.2
NC(=S)Nc1cc2ccccc2c2ccccc12
 : 0.7%, 5.6
C/C(=C\C(=O)c1ccccc1)NNc1nc2ccccc2s1
 : 0.5%, -15.5
Cc1ccc(N2C(=O)N(Cc3ccccc3C)c3ccccc3S2(=O)=O)cc1
 : -0.7%, -3.2
O=S(=O)(c1ccc(-c2csc(-c3cccnc3)n2)cc1)N1CCCC1
 : -3.3%, 16.2
COc1ccc(NC(=O)CSc2ccc3nnc(-c4cccnc4)n3n2)c(OC)c1
 : -1.9%, -12.9
CCCCN1C(=O)C(NC(=O)C2CC2)(C(F)(F)F)C2=C1CC(C)(C)CC2=O (stereo not given)
 : -2.1%, 1.6
O=c1[nH]c(CSc2nc3ccccc3[nH]2)nc2c1cnn2-c1ccccc1
 : 3.4%, 5.3
COC(=O)/C(=C\Nc1ccc(OC)cc1)NC(=O)c1ccc(Cl)cc1Cl
 : -1.4%, 0.4
N#Cc1ccc(C(=O)OCC(=O)Nc2ccc(N3CCOCC3)cc2)cc1
 : 4.4%, 5.8
Nc1nc(SCC(=O)Nc2cc(S(=O)(=O)N3CCOCC3)ccc2Cl)n[nH]1
 : -3.7%, 4.0
CNC(=O)/C(C#N)=C\c1ccc(CNS(=O)(=O)c2ccccc2)o1
 : 2.5%, 2.2
NC(=O)c1cc(Cc2ccccc2)sc1NC(=O)c1ccco1
 : 6.8%, 4.2
COc1ccc(CNC(=O)COC(=O)CCC(=O)c2cccs2)cc1
 : 0.7%, -13.1
Cc1ccc(-c2nnc(SCC#CCOC(=O)c3cccs3)o2)cc1
 : -0.8%, -6.3
COc1ccc(-n2ncc(N(C)n3cccc3)c(Cl)c2=O)cc1
 : 1.9%, ·
COc1ccccc1OC(=O)CCN1c2ccccc2Sc2ccccc21
 : 2.8%, ·
COc1ccc(NC(=O)Nc2ccc(F)c(Cl)c2)cc1
 : 7.1%, 5.5
CCCNC(=O)C1CCN(c2nc(C)cc(C)n2)CC1
 : 1.0%, 50.0
Cc1c(S(=O)(=O)Nc2ccc3c(c2)OCCO3)cnn1C
 : 1.6%, ·
O=C(NCc1csc(-c2cccs2)n1)Nc1cccc(Cl)c1
 : -5.3%, ·
COc1ccccc1C(=O)NCCCN1CCCC1=O
 : -0.5%, -3.4
Cc1cc(C)c(-c2cc(NC(=O)CSc3n[nH]c(N)n3)n(-c3ccccc3)n2)cc1C
 : 6.0%, -4.9
O=S(=O)(NC1CCCCC1Oc1ccccc1)c1ccc(Cl)cc1 (stereo not given)
 : 0.8%, 4.7
Nc1cc(-c2ccc(Br)cc2)nc2cc(-c3ccccc3)nn12
 : 0.8%, -10.6
